Screening data (PubChem)
Htt clearance = mutant huntingtin protein clearance | HeLa Exon1htt(103Q)mCFP, aggregate imaging; zero = plate's median compound well | inhibition, % at 1.5 µM | 47,000 tested, 0.42% active | AID 853;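 active = inhibition of aggregate fluorescence above about 70%, also judged a hit by eye on the cell image, limit read from the data, passing the limit was not always enough; inconclusive = no rule stated for this call; inactive = not judged a hit on image review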;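 also: cells exposed to compound for three days before fixation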
Htt clearance grain fraction = also measured in Htt clearance; calls as there; fraction fluorescence in grains; measured here: aggregate grain fluorescence fraction; hits give low values;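 scaled fraction of total cell fluorescence in grains with unit not stated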
Active calls of the source: *; ? = inconclusive; · = not tested or not shown. An excerpt; rates above refer to the full screens.

Cc1nn(C)c(C)c1/C=C1/CC2C3CC=C4CC(O)CCC4(C)C3CCC2(C)C1=O (stereo not drawn)
  Htt clearance: -16	Htt clearance grain fraction: 24

CC(=NCCC1=CCCCC1)c1c(O)[nH]c(=O)[nH]c1=O
  Htt clearance: -26	Htt clearance grain fraction: 26

Cc1ccc2nc(-c3ccncc3)cc(C(=O)N3CCC4(CC3)OCCO4)c2c1
  Htt clearance: 15	Htt clearance grain fraction: 16

O=C(NCc1cccnc1)NC1CCCCC1
  Htt clearance: 22	Htt clearance grain fraction: 19

CNC(=O)Oc1ccc2c(c1)C(=O)c1ccccc1CO2
  Htt clearance: 15	Htt clearance grain fraction: 17

CC12CN3CN(C1)CC(c1ccccc1)(C3)C2=O
  Htt clearance: -56	Htt clearance grain fraction: 28

O=c1[nH]c(=O)n(CCC2=CCCCC2)c(O)c1C=NCCN1CCNCC1
  Htt clearance: -13	Htt clearance grain fraction: 43

CCCCOc1ccc(CN2CCN(CCO)CC2)cc1
  Htt clearance: -11	Htt clearance grain fraction: 22

CC(=NCC1CCCO1)c1c(O)n(C)c(=O)n(C)c1=O (stereo not drawn)
  Htt clearance: 2	Htt clearance grain fraction: 20

O=C(C1CCC(=O)N1Cc1ccc(F)cc1)N1CCC2(CC1)OCCO2 (stereo not drawn)
  Htt clearance: 58	Htt clearance grain fraction: 8.6

COC(=O)CSC1=NP(=S)(SCC(=O)OC)N2CCCC2=C1C#N (stereo not drawn)
  Htt clearance: 8	Htt clearance grain fraction: 39

CCOc1ccc(-n2c(O)c(C=NCCN(CC)CC)c(=O)[nH]c2=O)cc1
  Htt clearance: -22	Htt clearance grain fraction: 24

CC1CN(O)C2CCc3nonc3C12O (stereo not drawn)
  Htt clearance: -58	Htt clearance grain fraction: 33

CC(C)c1ccc(OCC(=O)N2CCN(C)CC2)c(Br)c1
  Htt clearance: -31	Htt clearance grain fraction: 49

O=C(NC(Cc1ccccc1)C(=O)N1CCC2(CC1)OCCO2)C1CCCCC1 (stereo not drawn)
  Htt clearance: ?	Htt clearance grain fraction: ·

One compound at a time (already shown). Order of screens: Htt clearance, Htt clearance grain fraction
O=C(NCc1cccnc1)NC1CCCCC1 as listed: 22, 19
CC12CN3CN(C1)CC(c1ccccc1)(C3)C2=O as listed: -56, 28
O=C(NC(Cc1ccccc1)C(=O)N1CCC2(CC1)OCCO2)C1CCCCC1 (stereo not drawn) as listed: ?, ·
O=C(C1CCC(=O)N1Cc1ccc(F)cc1)N1CCC2(CC1)OCCO2 (stereo not drawn) as listed: 58, 8.6

Other records:
Cn1c[n+](C)cc1C(O)c1ccccc1 (stereo not drawn)
  Htt clearance: 23	Htt clearance grain fraction: 27

COC(=O)C(C)Oc1cc(C)cc2oc(=O)c3c(c12)CCCC3 (stereo not drawn)
  Htt clearance: 39	Htt clearance grain fraction: 11

O[C@@H]1CCCC[C@H]1N1CCC(c2ccccc2)CC1
  Htt clearance: 50	Htt clearance grain fraction: 10

CCCCN1C(=O)NC(=O)C2(Cc3cc(C)ccc3N(C)C2)C1=O (stereo not drawn)
  Htt clearance: -19	Htt clearance grain fraction: 48

COc1ccc(Cn2c(O)c(C=NCCCn3ccnc3)c(=O)[nH]c2=O)cc1
  Htt clearance: 3	Htt clearance grain fraction: 34

CC(=NCCCN1CCOCC1)c1c(O)n(-c2ccccc2C)c(=O)[nH]c1=O
  Htt clearance: 17	Htt clearance grain fraction: 15

CCn1c(=O)cc(SCC(=O)N2CCC3(CC2)OCCO3)c2ccccc21
  Htt clearance: -54	Htt clearance grain fraction: 53

O=P(C(c1c[nH]c2ccccc12)N1CCOCC1)(N1CCOCC1)N1CCOCC1 (stereo not drawn)
  Htt clearance: -9	Htt clearance grain fraction: 40

C=Cn1ccnc1P(=S)(c1nccn1C=C)c1nccn1C=C
  Htt clearance: 4	Htt clearance grain fraction: 38

CCC(CC)N1CCN(C(=O)Cc2ccccc2)CC1
  Htt clearance: -14	Htt clearance grain fraction: 23

Cc1ccc(C2CC(=O)C(C=NCCN3CCN(C(=O)Cc4ccccc4)CC3)=C(O)C2)cc1 (stereo not drawn)
  Htt clearance: -54	Htt clearance grain fraction: 62

CC(=O)C1(c2ccccc2)CCNCC1
  Htt clearance: 29	Htt clearance grain fraction: 14

c1ccc2c(NC3=NCCS3)cccc2c1
  Htt clearance: 5	Htt clearance grain fraction: 44

CCCCSP1(=S)NCCCO1 (stereo not drawn)
  Htt clearance: -45	Htt clearance grain fraction: 53

CCN(CC)CCNC(=O)c1c(O)c2ccccc2n(Cc2ccccc2)c1=O
  Htt clearance: 31	Htt clearance grain fraction: 26

C=CCn1c(O)c(C=NCCN(C)C)c(=O)[nH]c1=O
  Htt clearance: -98	Htt clearance grain fraction: 69

O=c1[nH]c(=O)n(Cc2ccc(F)cc2)c(O)c1C=NCCCN1CCOCC1
  Htt clearance: -11	Htt clearance grain fraction: 18

CNC(=O)ON(C(=O)NC)C1N(C)C(=S)SC1(C)C (stereo not drawn)
  Htt clearance: -53	Htt clearance grain fraction: 57

COc1ccc(CN2CCN(c3ccccc3)CC2)c(C)c1C
  Htt clearance: 3	Htt clearance grain fraction: 17

COc1cccc(-n2c(C)nc3ccccc3c2=O)c1
  Htt clearance: -18	Htt clearance grain fraction: 23

CN1CCc2c(c(N3CCCCC3)nc3n[nH]c(N)c23)C1
  Htt clearance: 56	Htt clearance grain fraction: 8.4

CCOC(=O)c1c(N)n(Cc2ccco2)c2nc3ccccc3nc12
  Htt clearance: -21	Htt clearance grain fraction: 25

Cc1nnc(SCc2nc3ccccc3c(=O)n2-c2ccccc2Cl)n1N
  Htt clearance: 72*	Htt clearance grain fraction: 5.1*

Oc1ccc(Cl)cc1CN1CCN(Cc2ccccc2)CC1
  Htt clearance: -4	Htt clearance grain fraction: 19

Clc1ccc(-c2nc3ccc(Cl)cn3c2CN2CCOCC2)cc1
  Htt clearance: 3	Htt clearance grain fraction: 37

COc1cccc(-c2cc(C(F)(F)F)n3nc(C(=O)N4CCC5(CC4)OCCO5)cc3n2)c1
  Htt clearance: 10	Htt clearance grain fraction: 16

O=c1[nH]c(=O)n(-c2cccc(Cl)c2)c(O)c1/C=N/c1ccccn1
  Htt clearance: 10	Htt clearance grain fraction: 18

O=C(c1ccc(CS(=O)(=O)c2ccccc2)o1)N1CCC2(CC1)OCCO2
  Htt clearance: 5	Htt clearance grain fraction: 18

O=C(CN1CCN(Cc2cccc(Cl)c2)C1=O)N1CCC2(CC1)OCCO2
  Htt clearance: 36	Htt clearance grain fraction: 14

CCCCc1nc2ccccc2c(=O)n1-c1ccc(O)cc1
  Htt clearance: 22	Htt clearance grain fraction: 15

COC(=O)CN1C(=O)C2(C(C(=O)OC)=C(N)Oc3ccccc32)C2=C1CC(C)(C)CC2=O (stereo not drawn)
  Htt clearance: 21	Htt clearance grain fraction: 19

O=C(Cc1ccc(Br)cc1)N1CCN(Cc2ccccc2)CC1
  Htt clearance: -12	Htt clearance grain fraction: 22

Cn1c(O)c(C=NCCN2CCNCC2)c(=O)n(C)c1=O
  Htt clearance: -85	Htt clearance grain fraction: 34

CCCSP1(=S)NCCCO1 (stereo not drawn)
  Htt clearance: 12	Htt clearance grain fraction: 30

COc1ccc(CCNCc2ccc(SC)cc2)cc1
  Htt clearance: 16	Htt clearance grain fraction: 33

CN(C)C1(c2nnnn2CCOC(=O)Nc2ccc(Cl)cc2)CCCCC1
  Htt clearance: 14	Htt clearance grain fraction: 15

OC1(c2ccccc2F)CC2CCC(C1)N2CCN1CCOCC1 (stereo not drawn)
  Htt clearance: 11	Htt clearance grain fraction: 30

COc1ccc(C(CC(=O)N2CCC3(CC2)OCCO3)NS(=O)(=O)c2ccc(C)cc2)cc1 (stereo not drawn)
  Htt clearance: 44	Htt clearance grain fraction: 19

COc1ccc2c(c1)c(C(=O)O)c(C)n2C(C)C
  Htt clearance: -54	Htt clearance grain fraction: 30

O=P(/C(=N/O)N1CCOCC1)(N1CCOCC1)N1CCOCC1
  Htt clearance: -27	Htt clearance grain fraction: 39

CN(C)CCN=Cc1c(O)n(C2CCCCCC2)c(=O)[nH]c1=O
  Htt clearance: 53	Htt clearance grain fraction: 9.8

CC(C)N1CCC2(CC1)NC(CO)(CO)CO2
  Htt clearance: 53	Htt clearance grain fraction: 9.6

CCC(=NCc1ccco1)c1c(O)n(-c2ccc(C)cc2)c(=O)[nH]c1=O
  Htt clearance: -1	Htt clearance grain fraction: 38

Cc1c(C(=O)N2CCC3(CC2)OCCO3)oc2ccccc12
  Htt clearance: -18	Htt clearance grain fraction: 23

C=CCNC(=O)c1c(N)n(Cc2ccco2)c2nc3ccccc3nc12
  Htt clearance: -8	Htt clearance grain fraction: 45

Given with values under each structure: entries from further up.
Order of values: Htt clearance	Htt clearance grain fraction
COc1ccc(CCNCc2ccc(SC)cc2)cc1
  16	33
OC1(c2ccccc2F)CC2CCC(C1)N2CCN1CCOCC1 (stereo not drawn)
  11	30

Additional records:
O=C1C2CCCN2C(c2cccs2)N1c1ccccn1 (stereo not drawn)
  Htt clearance: -3	Htt clearance grain fraction: 36

O=C(Cc1ccccc1)N1CCN(Cc2c[nH]c3ccccc23)CC1
  Htt clearance: 7	Htt clearance grain fraction: 29

Cc1cccc(C2=NCC(=O)N(CC(=O)NCc3ccco3)c3sc4c(c32)CCCC4)c1
  Htt clearance: -22	Htt clearance grain fraction: 24

O=C1NC(=O)N(C2CCCCC2)C(=O)C1C1c2ccccc2C(=O)N1Cc1ccccc1 (stereo not drawn)
  Htt clearance: -6	Htt clearance grain fraction: 39

CN(C)c1ccc(CN2CC=C(c3ccc(F)cc3)CC2)cc1
  Htt clearance: -45	Htt clearance grain fraction: 54

COc1ccccc1CN1CCCCC1c1cccnc1 (stereo not drawn)
  Htt clearance: 16	Htt clearance grain fraction: 15

CC1(C)CC2(CCO1)NCCN1C(=O)CSC12 (stereo not drawn)
  Htt clearance: 9	Htt clearance grain fraction: 19

CCc1ccc(OCCCN=C(C)c2c(O)n(C)c(=O)n(C)c2=O)cc1
  Htt clearance: 21	Htt clearance grain fraction: 15

O=C1NCCN2CCCC12 (stereo not drawn)
  Htt clearance: 38	Htt clearance grain fraction: 21

O=C(COc1ccc(Br)cc1)N1CCN(C2CCCC2)CC1
  Htt clearance: 1	Htt clearance grain fraction: 22

Cc1cc(OCC(=O)OC(C)C)c2c3c(c(=O)oc2c1)CCCC3
  Htt clearance: -81	Htt clearance grain fraction: 66

O=c1[nH]c(=O)n(C2CCCCCC2)c(O)c1C=NCCCN1CCOCC1
  Htt clearance: -20	Htt clearance grain fraction: 26

CCOP(=O)(C#CC(C)(C)C)C(O)(c1ccccc1)C(F)(F)F (stereo not drawn)
  Htt clearance: -24	Htt clearance grain fraction: 26

CC(=O)Nc1ccccc1OC(=O)N(C)C
  Htt clearance: 51	Htt clearance grain fraction: 10

CN(C(=O)Oc1cccc2cccnc12)c1ccccc1
  Htt clearance: -160	Htt clearance grain fraction: 47

Among those listed so far, these contain a CF3 group.
COc1cccc(-c2cc(C(F)(F)F)n3nc(C(=O)N4CCC5(CC4)OCCO5)cc3n2)c1
  Htt clearance: 10	Htt clearance grain fraction: 16

CCOP(=O)(C#CC(C)(C)C)C(O)(c1ccccc1)C(F)(F)F (stereo not drawn)
  Htt clearance: -24	Htt clearance grain fraction: 26

Further compounds
CCOC(=O)C(O)(c1ccc(N(C)C(=O)COc2ccccc2)cc1)C(F)(F)F (stereo not drawn)
  Htt clearance: 51	Htt clearance grain fraction: 19

CC12CN3CC(c4ccccc4)(CN(C1)C31CCCCC1)C2=O
  Htt clearance: 0	Htt clearance grain fraction: 19

O=C1C2CCCN2C(c2cccnc2)N1c1cccc(Cl)c1 (stereo not drawn)
  Htt clearance: -17	Htt clearance grain fraction: 48

CCCCn1c(O)c(C(CC)=Nc2ccc(OCC)cc2)c(=O)[nH]c1=O
  Htt clearance: 1	Htt clearance grain fraction: 34

CCCCP(=O)(O)c1ccccc1
  Htt clearance: 49	Htt clearance grain fraction: 10

CC(=O)Nc1cc(C(=O)N2CCC3(CC2)OCCO3)ccc1S(=O)(=O)c1ccc(Cl)cc1
  Htt clearance: -31	Htt clearance grain fraction: 26

O=C(c1cc(-c2cccnc2)nc2ccc(Cl)cc12)N1CCC2(CC1)OCCO2
  Htt clearance: 18	Htt clearance grain fraction: 15

CCCCN1CCC(O)(c2ccccc2)C(C(=O)c2ccccc2)C1 (stereo not drawn)
  Htt clearance: 20	Htt clearance grain fraction: 14

CN1CCC(N(C)c2nc(-c3ccccc3)nc3ccccc23)CC1
  Htt clearance: -36	Htt clearance grain fraction: 27

CCOC(=O)c1c(C)n(Cc2ccccc2)c2ccc(OCC(O)CN3C(=O)CNC3=O)cc12 (stereo not drawn)
  Htt clearance: -96	Htt clearance grain fraction: 32

O=C(NC1CC1)C1CSC(c2cccnc2)=N1 (stereo not drawn)
  Htt clearance: -36	Htt clearance grain fraction: 46

O=C(Cc1ccccc1)Oc1ccccc1N1C(=O)CCC1=O
  Htt clearance: 3	Htt clearance grain fraction: 18
